AMA1 RON2 block = inhibitors of Plasmodium falciparum AMA1-RON2 interaction; 360,000 tested, 0.2% active; AID 720542; Potency, µM (highest dose often 58.2 µM), without a hit: top-dose activity change, negative = inhibition, most hits filed as inhibitors; AlphaScreen AMA1-biotinylated RON2 peptide binding;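 also: 0% = vehicle wells and -100% = peptide control; nearly all actives have a fitted effect of over 45% in size; some results filed as inactive show a strong effect at the top dose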
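AMA1 (3D7) with his tag at 25 nM final met compounds first, then biotinylated RON2 peptide at 25 nM; detection used donor plus acceptor beads, 10 µg/mL apiece, read by AlphaScreen after 30 min at room temperature.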
TbPYK inhibitor = T. brucei pyruvate kinase inhibition | Q57TT1 | TbPYK enzyme, Kinase-Glo Plus ATP luminescence, 45 min | Potency, µM (series often up to 76.8 µM), for the others: at the top dose activity, negative = inhibition, hits mostly inhibitors | 410,000 tested, 0.12% active; also: nearly all actives have a fitted effect of over 50% in size
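Luminescent Kinase-Glo Plus end-point after 45 min room-temperature reaction of T. brucei pyruvate kinase started with 130 uM ADP (final). Buffer TEA 50 mM pH 7.2 with KCl, MgCl2, BSA, Tween-20; titration-based qHTS with fitted concentration-effect curves.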
* marks the source's active call; other numbers are inactive results; ? = inconclusive; [ ] = another dose, or the depositor's remark. Calls follow the shape of the dose curve; as a rule, active = well fitted curve in the direction sought with a large enough effect; inconclusive = small, poorly fitted or top-dose-only effect, or another doubt; inactive = no such curve, though single readings can be large; an effect the other way counts as inactive or inconclusive. Unless noted, % is scaled to controls: 0 for no effect and ±100 for the full control effect; potency is read from the fitted curve at half-maximal effect. This is a subset; count on the stated rates, not on these rows.

The opening 4 compounds, ahead of the listing:
SMILES	AMA1 RON2 block	TbPYK inhibitor
O=C(/C=C/c1ccccc1O)c1ccccc1	-12%	-4%
COc1ccccc1-c1cnc(C(O)c2c(C)cccc2C)[nH]1 (stereo not given)	1%	3%
CC1(C(=O)NCC2CC2)CCN1C(=O)C1(c2ccc(Cl)cc2)CC1 (stereo not given)	-4%	0%
COc1cccc(/C=C/C(=O)NNC(=O)c2ccccc2)c1OC	59%[activator]	-2%

The whole of this part, from the first entry:
SMILES	AMA1 RON2 block	TbPYK inhibitor
O=C(/C=C/c1ccccc1O)c1ccccc1	-12%	-4%
COc1ccccc1-c1cnc(C(O)c2c(C)cccc2C)[nH]1 (stereo not given)	1%	3%
CC1(C(=O)NCC2CC2)CCN1C(=O)C1(c2ccc(Cl)cc2)CC1 (stereo not given)	-4%	0%
COc1cccc(/C=C/C(=O)NNC(=O)c2ccccc2)c1OC	59%[activator]	-2%
C/C(N)=C(/C#N)C(=O)COC(=O)C1CCN(S(=O)(=O)c2cccs2)CC1	-7%	-3%
COc1cccc(CN2CC(C(=O)N3CCSCC3)CCC2=O)c1 (stereo not given)	-2%	7%
O=C(C=Cc1cccnc1)c1ccccc1	7%	-2%
COC(=O)[C@]12CCCCC=C1N(Cc1cccc3ccccc13)C(=O)[C@H](CC(=O)NCCC(C)C)C2	-11%	6%
CC(=O)N(C)c1ccc(N=Cc2cc3c(cc2[N+](=O)[O-])OCO3)cc1	-13%	-10%
CN(Cc1ccccc1)C(=O)CSc1nc2c(c(C(F)(F)F)n1)CCc1ccccc1-2	-6%	-11%
Cc1ccc(NC(=S)NNC(=S)Nc2ccc(C)cc2)cc1	9%	-3%
O=S(=O)(NC1CCc2ccccc21)c1ccccc1 (stereo not given)	14%	4%
CN(C)CC(=O)Nc1ccc2c(c1)[C@H]1C[C@H](CC(=O)NCc3ccc4c(c3)OCO4)O[C@H](CO)[C@H]1O2	8%	-5%
COc1ccc(NC(=O)N(Cc2cccnc2)Cc2ccccc2Cl)c(OC)c1	-7%	-3%
C(=NN1CCCCCC1)c1cccc2ccccc12	?	-4%
O=S1c2ccccc2-c2ccccc21	7%	-6%
CN(CC1COc2ccccc2O1)C(=O)CCNS(=O)(=O)c1ccc(F)c(Cl)c1 (stereo not given)	-5%	7%
CCc1ccc(CN2CCC(n3nccc3NC(=O)c3ccccc3OC)CC2)o1	-7%	-12%
CC(C)CCC1(C)NC(=O)N(CC(=O)NCC(=O)Nc2ccc(F)c(F)c2F)C1=O (stereo not given)	1%	-1%
CCN1C[C@@H]2[C@@H]3C(=O)N(C)C(=O)[C@@H]3[C@](C)(C1=O)N2C(=O)c1ccccc1	-1%	1%
O=C(COC(=O)/C=C/c1ccc(OC(F)F)cc1)Nc1cccc(S(=O)(=O)N2CCOCC2)c1	19%	1%
C[C@H]1CNC(=O)c2c(C(=O)NC3CCN(C(=O)OC(C)(C)C)CC3)ncn21	13%	3%
COc1ccc(C(=O)N/N=C\C(C)=C\c2ccccc2)cc1OC	1%	0%
Cc1ccc(NC(=O)COC(=O)C2(CC(=O)NC(C)C)CCCC2)cc1C	9%	-4%
O=C(COc1ccc(F)c(Cl)c1)Nc1ccc(N2CCOCC2)cc1	-4%	2%
COc1ccc(Cl)cc1NC(=O)CN1C(=O)NC(Cc2c[nH]c3ccccc23)C1=O (stereo not given)	-8%	-9%
CCOC(=O)[C@]12CCCC=C1N(Cc1ccc3c(c1)OCO3)C(=O)[C@H](CC(=O)NCCCCc1ccccc1)C2	1%	5%
Cn1cnnc1SCc1ccc(C(=O)N/N=C(/CCC(=O)O)c2ccc(C(C)(C)C)cc2)cc1	6%	5%
CS(=O)(=O)c1ccc(C2=C(CNC(=O)c3cccs3)[C@H]3CC[C@@H](C2)N3CCOc2ccccc2)cc1	-3%	-1%
Cc1cc(S(=O)(=O)NC(C)c2nnc3ccccn23)ccc1Br (stereo not given)	-11%[11.6 µM]	-1%
COc1ccc(NC(=O)[C@@H]2CC=C[C@@H]3CCN(C4CCCCC4)C(=O)[C@@H]32)cc1	5%	-4%
O=C(N/N=C/c1cc2c(cc1Cl)OCO2)c1ccccn1	64%[activator]	-11%
CCOC(=O)N1CCN(C(=O)C[C@@H]2C[C@@]3(C(=O)OCC)CCCC=C3N(Cc3ccco3)C2=O)CC1	8%	-12%
CC(=O)Nc1nc2c(F)cccc2s1	-4%	-14%
CC(C)n1c(=O)c2ccccc2n1Cc1cn(Cc2cccnc2)nn1	9%	7%
CS(=O)(=O)N1CCC(Oc2cccc(C(=O)NCCCC3CCCC3)c2)CC1	-15%	0%
CC(C(=O)Nc1ccc(S(=O)(=O)N2CCCC2)cc1)N(C)CC(=O)Nc1cccc(F)c1 (stereo not given)	65%[activator]	6%
CCCS(=O)(=O)NC(=O)C1(C)CCCN(C(=O)CSc2ccccc2)C1 (stereo not given)	0%	-6%
CC1CN(C(=O)[C@@H]2CCCN2S(=O)(=O)c2ccc(Cl)cc2)CC(C)O1 (stereo not given in full)	-7%	-1%
O=C(CSc1nc2ncc(Cl)cc2[nH]1)N1CCOCC1	-11%	1%
CC1=NN(c2ccc([N+](=O)[O-])cc2)C(=O)C1	-13%	0%
Cc1cc(C)c2cc(C#N)c(NCCCNC(=O)c3cccnc3)nc2c1	8%	14%
Oc1ccc(C[C@H]2CNC(=S)N2CC2CCCN2C[C@H](Cc2ccc(O)cc2)N2C[C@H](Cc3ccccc3)N(CC3CCCCCC3)C2=S)cc1 (stereo not given in full)	22%	-1%
CC(C)C[C@@H]1Cc2[nH][nH]c(=O)c2[C@H](C)O1	4%	-3%
Cc1ccc(CN2CC(N3CCN(c4ccccn4)CC3)CS2(=O)=O)cc1 (stereo not given)	9%	1%
CCSc1ccc(-c2cc(NC=O)c3ncc(-c4cccc(C(=O)N(C)C)c4)n3c2)cc1	18%	-6%
Cn1c(N)c(N2CCCCC2)c(=O)n(CC(=O)Nc2cccc(C#N)c2)c1=O	-9%	-1%
O=C(NC(c1ccc(F)cc1)c1ccc2ccccc2n1)C1CCN(Cc2ccc3ccccc3n2)CC1 (stereo not given)	?	3%
O=C(NCCN1CCC(n2c(=O)[nH]c3ccccc32)CC1)N1c2ccccc2Sc2ccccc21	-18%	0%
CC(=O)c1cccc(-c2ccnc3c2CC(C(=O)NCc2ccco2)O3)c1 (stereo not given)	-6%	0%
C[C@H](CO)N1C[C@H](C)[C@@H](CN(C)C(=O)c2ccccc2)Oc2cc(C#C[C@@H](C)O)ccc2S1(=O)=O	-9%	5%
O=[N+]([O-])c1cccc(COc2ccccc2CO)c1	-5%	0%
COc1cc(-c2c(C(=O)c3ccccc3)[nH]c(N)c2C(N)=O)ccc1F	0%	1%
CC(C)c1ccc([C@@H]2O[C@H](CCc3ccccc3)CC3=C2C(=O)OC(C)(C)O3)cc1	-6%	-3%
CC12CCC(=O)C=C1C(F)CC1C2C(O)CC2(C)C1CCC2(O)C(=O)CO (stereo not given)	20%	-1%
C[C@@H]1CCCCO[C@H](CN(C)C(=O)c2ccccc2)[C@@H](C)CN([C@H](C)CO)C(=O)c2cc(NC(=O)NC3CCCCC3)ccc2O1	4%	11%
COc1ccccc1CN(C)C(=O)c1cc(S(=O)(=O)N2CCCCCC2)ccc1OC	-8%	1%
COCCCNC(=O)c1cccc2c(-c3ccc(OC)cc3C)coc12	-5%	1%
O=c1cc(CN2CCN(c3ccc(Cl)c(Cl)c3)CC2)c2ccccc2o1	-14%	0%
CC(=O)c1ccc(OCc2cn(CC(=O)c3ccc(O)cc3)nn2)c(C)c1	2%	-10%

(more compounds)
SMILES	AMA1 RON2 block	TbPYK inhibitor
CC(=O)Nc1ccc(NC(=O)C2(C)Cc3c(-c4cccc(C(F)(F)F)c4)ccnc3O2)cc1 (stereo not given)	-6%	-4%
Cc1cc(C)n(CCNC(=O)[C@H]2O[C@@H](n3cnc4c(N)ncnc43)[C@H](O)[C@@H]2O)n1	6%	-11%
c1ccc2c(c1)Nc1cc3ccccc3cc1O2	3%	4%
N#Cc1ccc(NC(=O)COc2ccc(-n3cnnn3)cc2)cc1	-2%	0%
CCCCC(=O)N(C)c1c(CC)nc2c(OCC(N)=O)cccn12	-5%	-7%
COc1cc(NC(=O)C2(C)CCCN(C(C)C)C2)cc(OC)c1OC (stereo not given)	12%	-1%
O=C(NC1CCCc2c1cnn2-c1ccccc1F)c1ccncc1 (stereo not given)	10%	-8%
COc1ccc(-n2nc(C(=O)NCC(=O)N3CCN(c4ccccn4)CC3)c3ccccc3c2=O)c(OC)c1	-10%	0%
Cc1cccc(NC(=O)CSc2nc3sc(C)cc3c(=O)n2C)c1	-14%	-17%
COc1ccc(Cc2c(-c3ccc(OC)c(OC)c3)nc3ccc(C)cn23)c(C)c1	?	3%
COc1ccc(CNC(=O)O[C@H]2C[C@@H]3C(=O)N(c4ccccc4)C(=O)[C@@H]3[C@@H]3CN(S(=O)(=O)c4ccc(C)cc4)C[C@]23O)cc1OC	-7%	2%
CCC1(C)COC(c2ccc(OC)c(OC)c2)OC1 (stereo not given)	-8%	-3%
CN(Cc1ccccc1)c1nccn2ccnc12	96%[activator]	-3%
Nc1cc2c3ccccc3ccc2c2ccccc12	-22%	-4%
CNC(=O)C[C@H]1C(=O)N(c2ccccc2)C[C@@H]1Cc1ccccc1	-3%	0%

Sorted by molar mass (falling): some entries from above
SMILES	AMA1 RON2 block	TbPYK inhibitor
COc1cc(NC(=O)C2(C)CCCN(C(C)C)C2)cc(OC)c1OC (stereo not given)	12%	-1%
O=C(NC1CCCc2c1cnn2-c1ccccc1F)c1ccncc1 (stereo not given)	10%	-8%
N#Cc1ccc(NC(=O)COc2ccc(-n3cnnn3)cc2)cc1	-2%	0%
CN(Cc1ccccc1)c1nccn2ccnc12	96%[activator]	-3%
c1ccc2c(c1)Nc1cc3ccccc3cc1O2	3%	4%

Further results follow:
SMILES	AMA1 RON2 block	TbPYK inhibitor
COC(=O)[C@@]1(Cc2ccccc2)[C@H]2C(=O)N(Cc3ccccc3)C(=O)[C@H]2[C@H]2CN=C(SCc3ccc(Cl)cc3)N21	-14%	-3%
CC(=O)N/C(=C\c1ccccc1)C(=O)OCC(=O)Nc1ccc(C)c(S(=O)(=O)N(C)C)c1	-5%	1%
CC(C)NC(=O)N(C)C[C@H]1Oc2ccc(NC(=O)Nc3ccccc3)cc2C(=O)N([C@@H](C)CO)C[C@@H]1C	10%	1%
COc1ccc(CC(=O)Nc2nc(OCCN3CCCC3=O)cnc2-c2cccc(C(F)(F)F)c2)cc1	6%	5%
C=CC[C@@H](CC(=O)N(CCO)Cc1ccccc1)C(=O)N[C@H](COC(=O)[C@@H](CC=C)CC(=O)OC(C)(C)C)Cc1ccccc1	0%	4%
CC[C@@]1(C(=O)OC)N[C@H](CN(C)C(C)=O)[C@@H]2C(=O)N(Cc3ccccc3)C(=O)[C@@H]21	0%	3%
CCCn1c(N)c(N(CCOC)C(=O)CSc2cc(C)c3ccccc3n2)c(=O)[nH]c1=O	9%	-16%
S=C(NCCc1ccccc1)N1CCC2CC1c1c(Cl)cccc12 (stereo not given)	-5%	1%
Nc1ncnc2c1ncn2C1CCCC(CO)O1 (stereo not given)	-1%	13%
O=C(NCc1ccccc1)c1cc(C2CCCN(C(=O)CCc3ccccc3)C2)on1 (stereo not given)	0%	-1%
COc1ccc(NC(=O)CN2C(=O)C(=O)N(C3CCCC3)C2=O)c(OC)c1	-12%	-9%
CC1(Cc2ccccc2Cl)C(=O)Nc2c(Cl)ccc(Cl)c21 (stereo not given)	-8%	0%
OC1Cc2ccccc2C1Nc1cccc(C(F)(F)F)c1 (stereo not given)	6%	-5%
CCC(C)C(=O)C(=O)N1CCC(n2nccc2NC(=O)CCOc2ccccc2)CC1 (stereo not given)	-6%	6%
O=C1C2CCN(CC2)C1(CO)CO	4%	-3%
C=CC(=O)N1C/C(=C/c2ccc(Cl)cc2)C(=O)/C(=C\c2ccc(Cl)cc2)C1	?	1%
C[C@H]1CN([C@@H](C)CO)C(=O)CCCn2nncc2CO[C@@H]1CN(C)Cc1cccc(C(=O)O)c1	-2%	5%
CCCN(CCC)Cc1cc(=O)oc2cc(C)cc(C)c12	5%	6%

Gathered by group: the compounds so far with a COOH group (2)
SMILES	AMA1 RON2 block	TbPYK inhibitor
Cn1cnnc1SCc1ccc(C(=O)N/N=C(/CCC(=O)O)c2ccc(C(C)(C)C)cc2)cc1	6%	5%
C[C@H]1CN([C@@H](C)CO)C(=O)CCCn2nncc2CO[C@@H]1CN(C)Cc1cccc(C(=O)O)c1	-2%	5%

Screening results as filed in PubChem BioAssay.
